Compound activity deposited in PubChem by several laboratories.
ADAM17 inh = ADAM17 inhibitors, primary screen, biochemical, QFRET; recombinant ADAM17, EDANS/DABCYL FRET peptide cleavage; inhibition, % at 6.95 µM; 370,000 tested, 0.83% active; AID 720648, 2013;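 active = inhibition above the mean of compounds lying between control limits plus 3 SD, set per campaign, cut at about 8.5% in these data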;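 also: 0% = DMSO-only wells as the low control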
hcDAF-12 act = H. contortus DAF-12 nuclear receptor activators, primary screen, cell-based, luminescence, HEK293, lit1-tk-luc reporter. HEK293 hcDAF-12 lit1-tk-luc reporter; 0% DMSO, 100% Δ7-dafachronic acid. activation, % at 6.8 µM. 370,000 tested, 1.4% active. AID 652067, 2013;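 active = activation above the mean of all tested compounds plus 3 SD, cut at about 5.5% in these data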;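 also: 100% = response to 3 µM Δ7-dafachronic acid high control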
FXN GAA850 act = FXN promoter activators, primary screen, cell-based, luciferase luminescence, HEK293 lucGAA850; HEK293 lucGAA850 FXN promoter luciferase reporter, 24 h; percent of 10 µM SAHA response; activation, % at 6 µM; 360,000 tested, 0.56% active; AID 540364, 2011;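 active = activation above the average of all compounds screened plus 3 SD, cutoff fixed separately per campaign, cut at about 7.5% in these data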;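 also: 0% = DMSO wells and 100% = 10 µM SAHA wells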
DAX1 inh-1 = DAX1 (NR0B1) inhibitors on StAR promoter, primary screen, cell-based, luminescence, SF-1 (NR5A1), full-length DAX-1; inhibition, % at 6.8 µM; HEK293T StAR-luciferase reporter, SF-1/DAX-1 repression relief; AID 652010, 2013; 370,000 tested, 1.1% active;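 active = inhibition above the mean over all tested compounds plus 3 SD, cut at about 3.6% in these data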;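 also: 0% = DAX-1 cells with DMSO and 100% = cells lacking DAX-1 with DMSO; higher inhibition means more luminescence from relief of DAX-1 repression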
DAX1 inh-2 = DAX1 (NR0B1) inhibitors, primary screen, cell-based, HEK293, Gal4-DAX1, luciferase luminescence | HEK293 Gal4-DAX1 luciferase reporter | Nuclear receptor subfamily 0 group B member 1 (Homo sapiens), P51843 | inhibition, % at 6.75 µM | AID 504766, 2011 | 340,000 tested, 0.99% active;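 active = inhibition above the mean over all tested compounds plus 3 SD, cut at about 4.2% in these data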;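 also: 0% = DAX1-transfected cells with DMSO and 100% = empty-vector control cells with DMSO; inhibition shows as a rise in luminescence from relieved DAX1 repression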
Target sequence (P51843 207-470 limits assumed): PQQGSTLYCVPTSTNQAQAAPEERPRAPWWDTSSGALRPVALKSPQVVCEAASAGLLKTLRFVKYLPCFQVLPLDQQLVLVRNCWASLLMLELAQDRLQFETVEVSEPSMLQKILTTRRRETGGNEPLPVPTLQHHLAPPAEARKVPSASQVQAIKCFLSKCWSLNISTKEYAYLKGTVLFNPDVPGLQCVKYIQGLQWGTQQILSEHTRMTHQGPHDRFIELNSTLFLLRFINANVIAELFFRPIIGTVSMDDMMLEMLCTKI
SMARCA2 activ = SMARCA2 (BRM) function activators, primary screen, cell-based, luminescence, high throughput | 370,000 tested, 1% active | activation, % at 9.1 µM | AID 652017, 2013 | MG213 cells, MMTV-luciferase reporter, dexamethasone, overnight; in the data active = activation above about 7.8%;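 also: 0% = vehicle wells and 100% = reference activator wells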
hgDAF12 agonist = H. glycines DAF-12 receptor agonists, primary screen, cell-based, luminescence, HEK293, GAL4 fusion, UAS-luciferase; activation, % at 6.8 µM; 370,000 tested, 1.8% active; AID 687014, 2013; HEK293 GAL4-hgDAF12 UAS-luciferase reporter, agonist luminescence; normalized to butyrate control;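 active = activation above a cutoff set at the mean of all screened compounds plus 3 SD, cut at about 10% in these data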;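 also: 0% = DMSO wells and 100% = sodium butyrate wells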
NPR1 activator = GC-A stimulated cGMP production enhancers – HEK293 GC-A cells, cGMP TR-FRET, EC30 ANP, primary screen. AID 1671463, 2021. 0% at EC30 ANP, 100% saturating ANP. Atrial natriuretic peptide receptor 1 (Homo sapiens), P16066. 370,000 tested, 0.14% active. activation, % at 10 µM; in the data active = activation above about 40%
ssDAF12 agonist = S. stercoralis DAF-12 nuclear receptor activators, primary screen, cell-based, luminescence, HEK293, GRIP1 co-expression, lit1-tk-luc | Nuclear hormone receptor DAF-12 (Strongyloides stercoralis) | HEK293 ssDAF-12/GRIP1 lit1-tk-luc reporter; % of 3 µM dafachronic acid response | activation, % at 6.8 µM | 370,000 tested, 1% active;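 active = activation above the mean over all tested compounds plus 3 SD, cut at about 0.9% in these data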;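 also: 0% = DMSO-only wells and 100% = 3 µM delta7-dafachronic acid wells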
ADAM10 inh = human ADAM10 inhibitors, primary screen, biochemical, QFRET, HTS; Disintegrin and metalloproteinase domain-containing protein 10 (Homo sapiens), O14672; recombinant ADAM10, EDANS/DABCYL FRET peptide cleavage, 3 h; inhibition, % at 7 µM; 370,000 tested, 0.62% active; AID 720582, 2013;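 active = inhibition above a per-campaign cutoff equal to the mean of compounds falling between control-based bounds plus 3 SD, cut at about 20% in these data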;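 also: 0% = DMSO wells while the 100% control is not disclosed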
Target sequence (O14672 214-748 limits assumed): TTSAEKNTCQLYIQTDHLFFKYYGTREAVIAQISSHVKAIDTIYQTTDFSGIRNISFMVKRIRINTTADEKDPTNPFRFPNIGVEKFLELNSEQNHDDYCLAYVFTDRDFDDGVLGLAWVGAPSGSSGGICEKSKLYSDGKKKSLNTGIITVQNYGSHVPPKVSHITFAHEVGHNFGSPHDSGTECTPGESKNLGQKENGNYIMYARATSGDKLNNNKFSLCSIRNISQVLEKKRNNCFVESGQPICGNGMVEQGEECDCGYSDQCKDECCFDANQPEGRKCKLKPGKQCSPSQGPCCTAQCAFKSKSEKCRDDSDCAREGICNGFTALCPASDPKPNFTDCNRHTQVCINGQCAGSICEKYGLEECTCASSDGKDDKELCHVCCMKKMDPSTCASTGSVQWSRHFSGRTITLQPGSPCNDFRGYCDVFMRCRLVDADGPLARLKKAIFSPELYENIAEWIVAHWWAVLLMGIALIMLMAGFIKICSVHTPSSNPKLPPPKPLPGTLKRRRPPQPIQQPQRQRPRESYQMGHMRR
PG9 binder = binders of HIV-1 gp120 antibody PG9, primary screen, biochemical, TR-FRET | HIV-1 gp120 / PG9 antibody interaction | TR-FRET gp120-PG9 antibody binding | inhibition, % at 6.7 µM | 360,000 tested, 0.43% active; in the data active = inhibition above about 8.5%
* = called active by the depositor; i = inactive; . = not tested or not shown.

SMILES	ADAM17 inh	hcDAF-12 act	FXN GAA850 act	DAX1 inh-1	DAX1 inh-2	SMARCA2 activ	hgDAF12 agonist	NPR1 activator	ssDAF12 agonist	ADAM10 inh	PG9 binder
CN(c1nc2ccccc2n2c(-c3ccco3)nnc12)S(=O)(=O)c1ccccc1	-9	0.8	2.3	-0.4	-1.0	0	2.2	1	-1.0	-39	3.2
CCN1C2=NCCCN2c2cc(C)c(C)cc21	-3	-0.4	-0.2	-0.2	1.1	1	-1.1	2	-1.0	3	-0.8
Cc1ccccc1NC(=O)c1ccc(N/N=C/c2ccccc2O)c([N+](=O)[O-])c1	-3	-1.0	0.0	-0.3	0.4	-2	2.0	-3	-1.2	6	1.4
Cc1cc(C)c(C#N)c(Oc2ccccc2)n1	-2	-1.4	-0.6	0.8	-0.4	2	0.0	-4	-0.9	2	0.3
CCc1cc2ccccc2nc1SCC(=O)Nc1cc(C)on1	-2	4.2	0.1	-0.3	0.9	0	0.7	8	-0.1	-5	22*
C[C@@]12C(=O)N(c3cccc(Br)c3)C(=O)N1[C@H](c1ccc(Cl)cc1)[C@@H]1C(=O)N(C3CCCCC3)C(=O)[C@@H]12	13*	-1.9	7.9*	-0.2	-0.7	-2	-1.1	-9	-1.4	32*	-0.8
Cc1ccccc1C(=O)Nc1cccc(C(=O)N/N=C/c2cc(Cl)cc([N+](=O)[O-])c2O)c1	6	-1.5	3.6	-0.7	-0.7	0	-1.8	-2	-1.1	11	-3.0
CCN(CC)C(=O)c1nn(-c2ccccc2)c2c1C1CCC2(C)C1(C)C (centres undefined)	-1	-2.6	-1.1	-2.1	-3.0	-3	-1.6	-3	-2.8	-1	-1.9
COc1ccc(C(=O)NC2CCSc3ccccc32)cc1F (centres undefined)	-1	3.1	-1.1	0.2	1.8	-1	0.3	1	0.5	-2	-0.4
CCOC(=O)Cc1csc(NS(=O)(=O)c2ccc(F)cc2)n1	0	-1.1	-0.2	0.3	0.5	5	1.3	1	-0.5	7	-1.9
CCCCS(=O)(=O)N1CCCc2nc(C)c(C)cc21	-2	0.1	.	0.5	.	-2	2.7	0	-1.2	-6	0.0
CC(NC(=O)CCn1c(=S)[nH]c2ccsc2c1=O)c1ccccc1 (centres undefined)	-7	-1.0	-0.5	-1.0	-0.2	-1	-0.9	0	-2.4	-5	0.5
Cc1cc(C(=O)CSc2nc(N)cc(N)n2)c(C)n1CC1CCCO1 (centres undefined)	-2	-2.9	1.3	-1.2	-2.6	7	-2.6	-2	-1.5	-1	-2.1
COc1ccc(C(=O)NC(C)c2ccc(-n3ccnc3)cc2)c(OC)c1OC (centres undefined)	0	-2.7	-1.2	-1.2	-0.4	-4	-1.3	0	-0.2	-19	0.9
CCCCCCCCc1nnc(NC(=O)c2ccco2)s1	0	4.9	2.6	0.7	0.0	6	0.9	-3	-0.9	-19	-0.6
Cc1cccc(-c2nnc(SC(C)C(=O)N3CCOCC3)o2)c1 (centres undefined)	-6	-0.3	3.9	0.3	1.5	1	0.3	2	0.1	-4	-1.2
Cc1ccc(C(C)C)c(OCc2nnc3n2CCCCC3)c1	-2	-1.1	-2.2	-0.7	-1.1	-2	-3.1	-1	-1.0	6	0.0
C/C(=N/NC(=O)c1ccccc1)c1ccc(NC(=O)C(F)(F)F)cc1	5	3.9	3.2	2.3	1.7	3	14*	1	-0.2	14	-3.5
Cc1cccc(NC(=O)CSCC(=O)N2CCN(Cc3ccc4c(c3)OCO4)CC2)c1	-4	-2.7	0.1	-1.4	-1.0	-1	-0.8	-12	-1.4	-7	1.3
CC1(N(O)C=C2C=CC(=O)C=C2)CCCCC1=O (centres undefined)	-4	2.1	2.5	-0.4	-1.0	-1	1.8	5	0.5	-9	-2.0
CCOC(=O)N1CCN(Cc2c(F)cccc2F)CC1	-2	-1.3	-0.6	-0.2	-0.8	1	0.3	2	-1.1	10	1.1
C[C@]12CCC3C(CC[C@H]4CC(O)CC[C@]34C)C1CC/C2=N/O (some centres undefined)	-4	-2.2	3.3	-0.1	-0.5	-2	-0.6	4	-1.0	1	-1.1
Cn1c(N)c(C(=O)COC(=O)C2Cc3ccccc3CN2S(C)(=O)=O)c(=O)n(C)c1=O (centres undefined)	-1	1.3	-1.3	-0.3	0.3	8.4*	-2.3	7	-0.9	-6	0.0
Cc1nc(SCC(=O)NCC2CCCO2)c2c3c(sc2n1)CCC3 (centres undefined)	-1	-0.8	2.2	-0.4	0.5	-1	-1.1	-4	-1.0	-18	-1.2
CC(C)CN=CC1=C(O)c2ccccc2C1=O	-6	3.6	2.4	1.6	1.1	1	10	2	-1.4	-1	0.7

8 of the compounds above, as a markdown table.
| SMILES | ADAM17 inh | hcDAF-12 act | FXN GAA850 act | DAX1 inh-1 | DAX1 inh-2 | SMARCA2 activ | hgDAF12 agonist | NPR1 activator | ssDAF12 agonist | ADAM10 inh | PG9 binder |
| --- | --- | --- | --- | --- | --- | --- | --- | --- | --- | --- | --- |
| CCCCCCCCc1nnc(NC(=O)c2ccco2)s1 | 0 | 4.9 | 2.6 | 0.7 | 0.0 | 6 | 0.9 | -3 | -0.9 | -19 | -0.6 |
| Cc1cccc(-c2nnc(SC(C)C(=O)N3CCOCC3)o2)c1 (centres undefined) | -6 | -0.3 | 3.9 | 0.3 | 1.5 | 1 | 0.3 | 2 | 0.1 | -4 | -1.2 |
| Cc1ccc(C(C)C)c(OCc2nnc3n2CCCCC3)c1 | -2 | -1.1 | -2.2 | -0.7 | -1.1 | -2 | -3.1 | -1 | -1.0 | 6 | 0.0 |
| C/C(=N/NC(=O)c1ccccc1)c1ccc(NC(=O)C(F)(F)F)cc1 | 5 | 3.9 | 3.2 | 2.3 | 1.7 | 3 | 14* | 1 | -0.2 | 14 | -3.5 |
| Cc1cccc(NC(=O)CSCC(=O)N2CCN(Cc3ccc4c(c3)OCO4)CC2)c1 | -4 | -2.7 | 0.1 | -1.4 | -1.0 | -1 | -0.8 | -12 | -1.4 | -7 | 1.3 |
| CC1(N(O)C=C2C=CC(=O)C=C2)CCCCC1=O (centres undefined) | -4 | 2.1 | 2.5 | -0.4 | -1.0 | -1 | 1.8 | 5 | 0.5 | -9 | -2.0 |
| CCOC(=O)N1CCN(Cc2c(F)cccc2F)CC1 | -2 | -1.3 | -0.6 | -0.2 | -0.8 | 1 | 0.3 | 2 | -1.1 | 10 | 1.1 |
| C[C@]12CCC3C(CC[C@H]4CC(O)CC[C@]34C)C1CC/C2=N/O (some centres undefined) | -4 | -2.2 | 3.3 | -0.1 | -0.5 | -2 | -0.6 | 4 | -1.0 | 1 | -1.1 |

(more compounds)
SMILES	ADAM17 inh	hcDAF-12 act	FXN GAA850 act	DAX1 inh-1	DAX1 inh-2	SMARCA2 activ	hgDAF12 agonist	NPR1 activator	ssDAF12 agonist	ADAM10 inh	PG9 binder
CCCNC(=O)c1cc2nc(-c3ccccc3)cc(C(F)(F)F)n2n1	-5	0.2	-0.7	-0.3	-1.1	-1	-1.0	8	-1.8	-11	-1.8
Cc1ccc(C(C)(C)NC(=O)C2CCC(=O)N(CCCN3CCOCC3)C2)cc1 (centres undefined)	1	0.5	-0.7	0.2	0.5	-4	-0.2	5	-1.1	9	-3.9
CC(SCC(=O)NC(C)C1CC2CCC1C2)C(=O)O (centres undefined)	-4	0.8	3.0	0.0	2.1	0	2.5	-1	-1.3	4	-1.3
CCN1CCCC1CNC(=O)C(NC(=O)C1CCC(C)CC1)C(C)C (centres undefined)	-2	-0.8	-0.6	-0.6	-0.3	-1	-0.7	5	-1.5	-1	-1.7
Nn1c(SCC(=O)N2c3ccccc3Sc3ccc(Cl)cc32)nnc1-c1cc(-c2ccc(F)cc2)n[nH]1	6	-0.2	.	-1.1	.	-6	5.1	-10	-1.5	-4	.
COc1ccc2c(=O)c3c(=O)n(-c4ccccc4)c(-c4ccc(C)cc4)nc3oc2c1	-3	-0.8	-7.8	0.9	0.3	0	-1.0	-4	-1.8	-5	-1.0
CCCCSc1nnc([C@@H](NC(=O)OC(C)(C)C)C(C)C)o1	0	0.4	-0.8	-1.1	0.4	2	-0.6	-1	-1.5	1	-2.2
Cc1ccnc(NC(=O)C2(c3cccs3)CCOCC2)c1	-1	-1.8	-0.9	0.5	-1.1	-2	0.5	-28	-0.9	1	-1.8
O=C(/C=C/c1ccccc1)Nc1scc(-c2ccccc2)c1C(=O)O	1	4.0	2.7	5.1*	2.7	2	15*	1	-0.2	6	0.4
COCCCNC(=O)CCn1c(=O)c2ccccc2n(CC(=O)Nc2c(C)cccc2C)c1=O	-4	-0.3	0.5	-0.3	0.5	-1	1.9	4	-1.1	3	0.6
CCCn1c(=O)[nH]c(=O)c2c1nc(-c1ccc(C#N)cc1)n2CCOC	-204	1.1	2.4	0.0	3.2	-3	-0.7	-10	-1.2	i	1.1
COc1cc(NC(=O)c2ccccc2F)ccc1NC(=O)c1cc2ccccc2o1	0	-3.7	2.2	-0.1	1.9	-3	-1.6	-4	-1.7	19	1.1
Cc1ccc2c(c1)C(=O)N1[C@H]3c4cc(Br)ccc4OC[C@@H]3[C@H](c3ccccc3)[C@]1(C)C(=O)N2	-4	-1.2	-7.5	0.1	-0.1	1	-0.2	0	-1.2	2	1.6
CCCN(C(=O)c1cccc(S(=O)(=O)N2CCCc3ccccc32)c1)C1CCS(=O)(=O)C1 (centres undefined)	-6	0.4	2.3	-2.0	0.9	0	2.1	-2	-1.2	-12	-0.5
COc1ccccc1Nc1nc(N)nc(CSC(=S)N2CCCCC2)n1	-2	0.7	5.5	0.4	1.2	5	0.2	2	-0.5	1	-1.0
Cc1ccc(NC(=O)CSc2n[nH]c(-c3ccncc3)n2)cc1	1	-1.1	0.3	-0.5	0.4	1	0.1	-3	-1.0	3	-1.2
CCn1c(SCC(=O)Nc2ccc(C(C)=O)cc2)nc2c([nH]c3ccccc32)c1=O	2	5.8*	-1.8	1.5	-0.1	-5	4.2	-1	0.3	-7	0.1
O=C(/C=C/c1ccc(S(=O)(=O)NCc2ccco2)cc1)NCc1ccccc1Cl	9.9*	-3.2	4.5	-1.3	-1.7	-1	-4.5	-1	-1.4	17	0.3
Cn1ncc(Cl)c1C(=O)Nc1cccc(Cl)c1	-3	-0.6	0.0	-0.8	0.8	0	2.9	5	-0.9	-8	-1.4
Nc1c(C(=O)N2CCCC2)sc2nc3c(cc12)CCCCCC3	-12	3.4	3.9	3.0	2.2	2	7.5	7	-1.3	-25	2.4
CC1CCCCN1C(=O)c1ccc(COc2ccc([N+](=O)[O-])cc2)o1 (centres undefined)	1	0.3	1.4	0.0	0.5	0	2.7	4	-1.5	4	-0.8
